TLR9-MyD88 inh: TLR9-MyD88 interaction inhibition; hit rate 0.21% among 340,000; CHO BLA complementation TLR9-MyD88, CCF4 FRET ratio; inhibition, % at 4.98 µM; Q9NR96+Q99836; AID 504734;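 active = inhibition above the mean over all tested compounds plus 3 SD, cut at about 21% in these data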;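 note: 0% = DMSO only wells and 100% = clavulanate BLA inhibitor control wells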
Cardio protect: myocardial damage modulation in H9c2 cells. protection from H2O2 cell death, % at 20 µM. hit rate 0.63% among 360,000. AID 588492. H9c2 cardiomyocytes, H2O2 injury protection, ATPLite, 2 h;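 active = compounds giving at least 50% protection of heart cells from peroxide-induced death in the single-dose screen, raw or plate-pattern-corrected value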;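 note: 0% = DMSO wells with peroxide and 100% = DMSO wells without peroxide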
MC4R barr agon: human MC4R agonism via beta-arrestin | P32245 | U2OS MC4R beta-arrestin complementation, luminescence; percent of melanotan II response, DMSO zero | activation, % at 8.9 µM | hit rate 0.98% among 360,000 | AID 540308;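 active = activation above a per-plate cutoff, the mean activation of sample wells on that plate plus 3 SD, cut at about 8% in these data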
NOD2-RIPK2 inh: NOD2-RIPK2 protein interaction inhibition; CHO BLA complementation NOD2-RIPK2, CCF4 ratio; inhibition, % at 4.98 µM; hit rate 0.38% among 360,000; in the data active = inhibition above about 21%;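 note: 0% = vehicle only and 100% = reference blocker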
Glyco luc inh: N-linked glycosylation inhibition | D54 ERlucT glycosylation luciferase reporter, 24 h; percent of 100 nM tunicamycin response | reporter increase, % at 12.5 µM | hit rate 0.23% among 360,000;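 active = mean luciferase reporter signal, scaled so untreated is 0 and the glycosylation-blocking control 100, at or above a set limit in every replicate; inconclusive = mean reaches the limit but not every replicate does; inactive = mean below the limit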;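 note: luciferase carries N-glycosylation sites so blocking glycosylation raises the light; 0% = median of neutral control wells and 100% = median of 100 nM tunicamycin wells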
NCOA2 inhibitor: human SRC2 (NCOA2) inhibition | Q15596 | hit rate 0.17% among 370,000 | HEK293 GAL4-SRC2 luciferase reporter, luminescence | inhibition, % at 9 µM | AID 651957;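 active = inhibition above the mean inhibition of all tested compounds plus 3 SD, set per campaign, cut at about 52% in these data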;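 note: 0% = DMSO treated cells and 100% = cells given Gossypol at 36 µM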
Target sequence (Q15596 whole entry, looked up, the tested form may be a part): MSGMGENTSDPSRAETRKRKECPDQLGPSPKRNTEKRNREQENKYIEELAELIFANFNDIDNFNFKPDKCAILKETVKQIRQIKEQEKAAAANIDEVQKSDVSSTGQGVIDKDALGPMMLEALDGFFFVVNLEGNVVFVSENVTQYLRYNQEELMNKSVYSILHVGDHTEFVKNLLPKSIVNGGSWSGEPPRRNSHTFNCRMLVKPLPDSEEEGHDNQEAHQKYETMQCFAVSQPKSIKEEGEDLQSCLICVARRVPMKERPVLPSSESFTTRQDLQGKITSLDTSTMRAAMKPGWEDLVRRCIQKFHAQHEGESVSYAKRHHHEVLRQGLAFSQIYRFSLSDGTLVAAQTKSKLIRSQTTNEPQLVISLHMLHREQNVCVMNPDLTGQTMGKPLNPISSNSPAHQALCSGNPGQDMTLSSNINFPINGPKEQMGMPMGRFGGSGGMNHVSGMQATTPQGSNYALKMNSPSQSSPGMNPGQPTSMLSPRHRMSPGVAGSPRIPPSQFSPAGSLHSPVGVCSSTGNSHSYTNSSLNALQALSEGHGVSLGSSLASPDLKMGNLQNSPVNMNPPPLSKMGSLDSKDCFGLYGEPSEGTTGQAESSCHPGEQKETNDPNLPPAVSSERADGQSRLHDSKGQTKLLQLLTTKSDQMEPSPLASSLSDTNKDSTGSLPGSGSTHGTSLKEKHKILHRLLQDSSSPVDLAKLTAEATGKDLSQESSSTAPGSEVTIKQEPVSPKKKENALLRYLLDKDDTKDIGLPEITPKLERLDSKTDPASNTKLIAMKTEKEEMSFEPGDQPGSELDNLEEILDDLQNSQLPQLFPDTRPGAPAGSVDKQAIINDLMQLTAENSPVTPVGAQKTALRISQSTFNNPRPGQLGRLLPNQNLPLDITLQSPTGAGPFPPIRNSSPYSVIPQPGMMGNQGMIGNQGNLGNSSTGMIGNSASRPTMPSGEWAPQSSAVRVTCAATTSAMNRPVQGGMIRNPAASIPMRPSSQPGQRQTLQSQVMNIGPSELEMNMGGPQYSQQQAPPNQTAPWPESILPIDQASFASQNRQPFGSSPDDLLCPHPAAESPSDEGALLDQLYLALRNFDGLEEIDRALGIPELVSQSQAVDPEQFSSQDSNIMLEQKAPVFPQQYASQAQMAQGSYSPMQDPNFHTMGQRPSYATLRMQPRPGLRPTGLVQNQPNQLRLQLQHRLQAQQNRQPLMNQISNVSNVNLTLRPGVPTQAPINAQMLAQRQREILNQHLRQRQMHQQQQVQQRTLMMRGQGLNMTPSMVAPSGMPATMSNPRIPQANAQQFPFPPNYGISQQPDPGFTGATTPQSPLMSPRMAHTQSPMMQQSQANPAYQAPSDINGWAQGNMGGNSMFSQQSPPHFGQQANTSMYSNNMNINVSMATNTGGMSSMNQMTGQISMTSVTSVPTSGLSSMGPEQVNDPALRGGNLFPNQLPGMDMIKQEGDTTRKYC
ABHD5-PLIN5 inh: inhibitors of human ABHD5-perilipin-5 interaction; inhibition, % at 4 µM; hit rate 0.78% among 360,000; Split G. princeps luciferase complementation, luminescence, 4 h;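 active = inhibition above the mean inhibition across every tested compound plus 3 SD, cut at about 22% in these data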;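 note: 0% = DMSO only wells and the 100% control is not disclosed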
m5-HT2A agonist: agonists of mouse serotonin 5-HT2A receptor (HTR2A) | P35363 | CHO-K1 mHTR2A beta-arrestin complementation, luminescence; percent of 30 µM serotonin response | activation, % at 7.6 µM | hit rate 0.66% among 360,000 | AID 624169;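 active = activation above a run cutoff, the mean activation of all tested compounds plus 3 SD, cut at about 14% in these data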;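 note: 0% = plate median of compound wells and 100% = 30 µM serotonin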
MC4R antagonist: antagonists of human melanocortin 4 receptor (MC4R); hit rate 0.48% among 360,000; P32245; MC4R-expressing cells, MTII-stimulated cAMP, LANCE TR-FRET; inhibition, % at 6.5 µM; AID 540295;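 active = inhibition above its plate's cutoff, the mean of tested wells on that plate plus 3 SD, cut at about 29% in these data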;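 note: 0% = Melanotan II alone and 100% = Melanotan II plus saturating MCL0020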
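Material: human MC4R-expressing U2OS cells. Probe or stimulus: Melanotan II challenge. Dosing: 6.5 µM single dose. Times: 30-min compound, 1-h challenge, 1-h detection, room temperature. Technique: TR-FRET with Eu-cAMP and labeled anti-cAMP, 671 nm. Replication: singlicate.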
ABCB6 inh 2: blocks the human ABCB6 transporter; Q9NP58; K562-ABCB6 porphyrin accumulation, flow cytometry, 1 h; stronger effect = lower value; fluorescence ratio to DMSO, % at 10 µM; hit rate 0.19% among 360,000; AID 602162;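 active = fluorescence ratio to DMSO below 75%, the collection mean minus 3 SD; inconclusive = too few cells collected in the well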;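 note: signal is porphyrin accumulated inside mitochondria; 100% equals median channel fluorescence of DMSO control wells; lower ratio means ABCB6 inhibition with less porphyrin fluorescence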
* marks the source's active call; other numbers are inactive results; u = inconclusive; x = no result given. Only part of the results is shown; rates above refer to the full screens.

SMILES	TLR9-MyD88 inh	Cardio protect	MC4R barr agon	NOD2-RIPK2 inh	Glyco luc inh	NCOA2 inhibitor	ABHD5-PLIN5 inh	m5-HT2A agonist	MC4R antagonist	ABCB6 inh 2
O=C(COC(=O)C(O)C(O)C(=O)OCC(=O)c1ccc(C(F)(F)F)cc1)c1ccc(C(F)(F)F)cc1 (centres undefined)	x	-1	0.1	3	-1	10	-2	-3	0	85
CCN(CC)S(=O)(=O)c1ccc(C(=O)NCc2cccs2)cc1	-8	6	-0.1	0	-2	0	-9	-3	-2	102
CC(c1ccon1)N(C)C(=O)c1cccc(OC2CCN(S(C)(=O)=O)CC2)c1 (centres undefined)	-8	2	-0.2	-8	-2	6	-6	0	17	103
CCOc1ccc(C=NCC(O)c2ccccc2)cc1 (centres undefined)	-2	-3	1.0	-7	-1	-26	1	3	0	102
CCn1nnc(NC(=O)C(C)Oc2ccc(Cl)cc2Cl)n1 (centres undefined)	-1	3	3.8	2	-1	8	12	12	-9	97
CSc1nc(Sc2ccccc2Cl)c2ccccc2n1	-3	-8	-0.9	-4	6	15	-7	12	11	102
CCOC1=C2CN(S(=O)(=O)c3ccc(C)cc3)[C@H](c3cccc4ccccc34)C[C@H]2C(C#N)(C#N)C(C#N)(C#N)C1	x	-7	x	1	22	x	12	-6	x	94
COc1ccc(Cl)c(OC)c1C(=O)NC(=O)Nc1nc(C)nc(C)n1	-7	4	-1.1	8	0	7	-3	3	1	98
CCC(C)(C(=O)NC1CCCC1)N(C(C)=O)c1ccc(C)cc1 (centres undefined)	-5	-5	0.7	1	-1	4	-2	1	1	98
CCCN=CC1=C(O)CC(c2ccccc2)CC1=O (centres undefined)	-13	-2	-0.2	0	-2	-11	0	5	1	93
CC(C)c1c(C(=O)N/N=C/c2cccnc2)nnn1-c1nonc1N	1	7	-0.7	-11	0	-1	-2	3	-1	106
COC(=O)c1cc(CC(=O)c2ccc(O)cc2O)c(C)o1	14	1	-1.0	4	2	-13	3	-5	3	92
COC(C[C@H]1O[C@@H]1[C@H](O)COCc1ccccc1)OC	-10	-1	1.2	0	-1	-3	3	5	0	101
COc1cc(CC(=O)OCC(=O)NCc2cccs2)cc(OC)c1OC	-6	4	-1.3	-3	0	1	3	5	3	96
CC(C)C[C@H]1CN(CCCC[C@H]2CNC(=O)C(=O)N2Cc2ccccc2)C(=O)C(=O)N1CCc1ccccc1	x	x	x	-1	x	-3	-4	-2	x	98
COC(=O)c1cc2occc2n1Cc1nc(-c2ccc(Cl)cc2)oc1C	-3	-18	-0.6	-1	1	2	6	1	14	98
O=C(CSc1nc2nn(-c3ccccc3)c(=O)c-2c2n1CCCCC2)Nc1ccc(F)c(F)c1	-2	0	1.2	3	0	3	-5	5	10	97
COc1ccccc1NC(=O)COC(=O)c1cnccn1	6	5	0.3	-1	1	10	-8	-2	2	94
CCOC(=O)c1ccc(N(C(=O)CNC(=O)c2ccco2)C(C(=O)NCC2CCCO2)c2ccc(OC)c(OC)c2)cc1 (centres undefined)	3	-4	0.0	0	3	-22	0	-1	4	93
Cc1ccc(NC(=O)C2CCC(CNC(=O)[C@@H]3Cc4ccccc4CN3)CC2)cc1 (some centres undefined)	3	11	-1.5	1	-1	-1	1	-3	-2	96
COc1ccccc1-n1c(CNC(=O)c2ccc(S(=O)(=O)N3CCOCC3)cc2)n[nH]c1=S	5	-5	-1.3	-7	1	1	1	2	-4	102
CC(C)N1C(=O)CC(Nc2cccc3cccc(N)c23)C1=O (centres undefined)	-7	39	0.2	2	7	-7	0	7	12	102
COC(=O)c1cc(-n2cccc2)ccc1N1CCOCC1	-9	3	-0.1	7	3	2	7	0	3	98
COc1ccc(N2CCN(C(=O)c3cc(N4C(=O)C5C6CCC(C6)C5C4=O)ccc3Cl)CC2)cc1 (centres undefined)	-6	-1	-1.1	5	0	11	-1	-2	7	97
N#Cc1c(-c2ccc(F)cc2)c(-c2ccc(F)cc2)nn(CCO)c1=O	1	-4	-2.7	-9	u	0	12	-5	-6	98
Cc1cccc(C(=O)Nc2ccc(O)cc2)c1	1	-3	-0.8	-8	2	-38	0	-5	0	88
COc1ccc(CCNC(=O)CSc2nnc(-c3ccccc3)o2)cc1OC	-3	8	2.0	-6	0	3	6	3	-6	100
N#CC1=C(N)C(C#N)(C#N)[C@H](c2cccnc2)[C@H]2CN(C(=O)OCc3ccccc3)CC=C12	6	6	6.0	-23	3	-17	8	-3	6	96
Cc1csc(SCC(=O)Nc2ccc(CC#N)cc2)n1	4	1	1.5	-9	3	4	5	12	-1	76
O=C(CSc1ncccc1C(=O)O)NC1CCCCCCC1	-4	0	-1.9	-11	0	1	-4	0	9	102
CCCC1CC(C)(/C(C)=N\NC(N)=S)OC1=O (centres undefined)	-11	-3	-0.7	-7	0	-16	-1	3	18	100
CCC(=O)N1CCC2(CC1)Oc1ccc(F)cc1C(=O)C21CC(c2ccccc2)=NO1 (centres undefined)	4	5	-0.5	-8	-4	6	3	0	2	100
Cc1ccc2nc(NC(=O)CSc3nnc(C)c(=O)n3N)sc2c1	-6	-2	-2.8	-4	3	-23	1	0	10	125
NC(=O)C1CCN(C(=O)COc2ccc3c(c2)oc(=O)c2ccccc23)CC1	0	2	-2.3	-2	6	-3	1	0	5	97
CN(CC(=O)Nc1cccc(F)c1)CC(=O)N1CCCCC1	-16	3	-0.6	-4	3	-3	3	5	-8	98
CCOc1ccccc1CNC(=O)c1nn(CC)cc1[N+](=O)[O-]	-13	3	0.8	-11	3	-18	1	2	6	98
O=C(CN1CCOCC1)NNC(=O)c1ccc([N+](=O)[O-])cc1	-5	0	0.1	-9	1	-14	6	0	3	101
CCOC(=O)c1c(C)[nH]c(C)c1C(=O)COC(=O)c1c(OC)cccc1OC	-8	0	4.4	1	0	14	8	1	-1	96
O=C(COC(=O)c1cnccn1)Nc1cccc2ccccc12	9	-1	-1.8	-3	1	-5	-5	0	0	95
Cc1cc(C)c2c(N)c(C(=O)Nc3ccc([N+](=O)[O-])cc3)sc2n1	0	-6	-1.5	1	5	-38	8	-1	5	89

Reprinted from the part before: 2 entries; new compounds follow.
SMILES	TLR9-MyD88 inh	Cardio protect	MC4R barr agon	NOD2-RIPK2 inh	Glyco luc inh	NCOA2 inhibitor	ABHD5-PLIN5 inh	m5-HT2A agonist	MC4R antagonist	ABCB6 inh 2
O=C(COC(=O)c1cnccn1)Nc1cccc2ccccc12	9	-1	-1.8	-3	1	-5	-5	0	0	95
Cc1cc(C)c2c(N)c(C(=O)Nc3ccc([N+](=O)[O-])cc3)sc2n1	0	-6	-1.5	1	5	-38	8	-1	5	89
Cn1cc(CNC(=O)CC2C(=O)NCCN2CC(C)(C)C)cn1 (centres undefined)	-8	3	2.0	3	1	1	17	3	-2	99
Cc1noc(C)c1S(=O)(=O)NC(=O)C1(C)CCN1C(=O)c1ccc(C2CCCCC2)cc1 (centres undefined)	x	-2	-0.2	-9	1	-23	2	3	8	106
CN(C)CCN(C(=O)c1ccc(C(=O)c2ccccc2)cc1)c1nc2cc3c(cc2s1)OCO3	-4	13	-2.3	-1	-4	-37	4	-1	3	102
CC(=O)Nc1ccc(C(=O)NNC(=O)c2ccc(Cl)cc2)cc1	-10	4	-0.5	4	1	-15	8	-2	0	99
O=C(NN1c2ccccc2CCc2ccccc21)c1ccccc1Br	6	-5	-0.7	6	-8	-8	-6	-2	1	97
CC1(C(=O)NS(=O)(=O)c2ccc(C#N)cc2)CCN1C(=O)Cc1cccc2ccccc12 (centres undefined)	x	0	-2.1	-1	1	-17	-7	0	2	65*
O=C(NCC(=O)N1CCN(C(=O)c2ccccc2)CC1)c1ccc(Cl)cc1Cl	0	-5	-0.7	0	-1	-7	4	-4	-4	99
Cc1nn(C)c(C)c1S(=O)(=O)NC1CCCC1	-1	8	-0.6	-10	-2	18	14	4	-2	101
COc1ccccc1NC(=O)C(C)OC(=O)CCCN=C1NS(=O)(=O)c2ccccc21 (centres undefined)	-6	0	-4.5	-1	1	7	-3	-7	-2	102
CCCCNc1nc2ccccc2nc1NS(=O)(=O)c1cccs1	3	0	0.2	-17	0	-13	-3	-1	1	85
CC(C)C(=O)N1CCN(c2ccc([N+](=O)[O-])cc2Cl)CC1	-3	1	-1.9	6	-1	-3	-3	-1	-2	101
CCOc1ccc(CCNC(=O)CSc2n[nH]c(N)n2)cc1OCC	3	6	-2.8	2	-1	-3	-3	7	2	99
O=C(CCS(=O)(=O)c1cccs1)Nc1ccc(C(=O)NCc2ccc(F)cc2)cc1	5	-6	0.2	-7	-7	1	6	1	3	87
CC(=O)Nc1cccc(NC=C(C#N)C#N)c1	6	-2	-1.4	-17	1	-4	-1	-3	9	100
Cc1ccc(C(=O)OC(C)C(=O)c2cc(C)c(C)cc2C)o1 (centres undefined)	0	-8	-1.4	-11	-2	x	3	-1	4	94
Cc1ccc2c(c1)N(CC(=O)NCC(C)c1ccccc1)C(=O)c1cccnc1O2 (centres undefined)	-5	16	-0.7	0	-1	-6	5	-3	6	102
O=C(CCCCC(=O)NN=Cc1ccccc1O)NN=Cc1ccccc1O	-3	60*	1.7	3	-2	19	-7	1	10	95
Cc1onc(-c2ccccc2)c1C(=O)N=C(N)c1ccc(C(F)(F)F)cc1	x	2	-2.1	-6	1	15	-1	10	5	98
Cc1nn(-c2ccc(N3CCOCC3)nn2)c(C)c1CCC(=O)NCc1ccccc1F	-3	1	-1.2	-2	0	24	11	1	6	102
CC(CCc1ccccc1)NC(=O)c1nnc(Cc2ccc(Cl)cc2)o1 (centres undefined)	-14	-9	2.9	-32	0	6	-2	-10	13	104
Cc1ccc(S(=O)(=O)/N=C(/Nc2nc(C)cs2)c2ccccc2)cc1	1	4	-2.5	0	0	9	-4	-7	2	99
CCOc1cc(S(=O)(=O)N2CCC(Cc3ccccc3)CC2)c(OCC)cc1-n1cnnn1	-8	2	0.8	-1	-7	-8	0	5	13	96
Cc1cccc(C)c1NC(=O)CSc1nnc(NC(=O)C2CC2)s1	5	0	-0.5	-8	0	-10	6	1	5	101
COc1cccc(CN(C)C(=O)CSCC(=O)Nc2ccc(C)cc2)c1OC	15	3	0.4	-2	-1	-4	2	6	6	96
Cc1c(NC(=O)c2ncn[nH]2)cccc1-c1nc2ccccc2s1	2	-12	-0.3	-13	3	-4	3	-2	6	94
COCCCNC(=O)[C@H]1N2C(=O)c3ccccc3C2SC1(C)C (some centres undefined)	-1	4	-0.7	-1	2	-2	-6	4	20	98
Nc1sc2c(c1C(=O)c1ccccc1)CCCC2	-2	0	-1.8	-10	1	20	-11	2	2	102
